# MPTP inh: mitochondrial permeability transition pore inhibitors, primary screen, biochemical, isolated mouse mitochondria, absorbance; Ca2+ swelling absorbance, 30 min; inhibition, % at 10 µM; hit rate 1.4% among 360,000; AID 602449, 2012;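 active means inhibition of 50% or more, scaled per plate between neutral and stimulator controls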;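 further: 0% = DMSO wells given calcium and 100% = 1 mM EGTA wells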
# TIM10 inh: growth inhibitors of isogenic TIM10 control yeast, primary screen, counter-screen for tim10-1 yeast inhibitor project, luminescence, uHTS; inhibition, % at 10 µM; S. cerevisiae TIM10 strain growth, BacTiter-Glo luminescence, 24 h; AID 463195, 2010; hit rate 1.4% among 330,000;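 active means inhibition of 40% or more at the single tested concentration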;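 further: wild-type TIM10 isogenic control strain grown at permissive 25 °C; 0% = DMSO yeast wells and 100% = minimal medium wells without yeast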
# NR3A LBD binder: binders of NR3A ligand-binding domain, primary screen, biophysical, differential scanning fluorimetry, uHTS; Glutamate receptor ionotropic, NMDA 3A (GRIN3A) ligand-binding domain; NR3A LBD differential scanning fluorimetry, Tm shift; 0% = protein alone, 100% = glycine-bound protein; Tm shift relative to glycine control, % at 25 µM; hit rate 2.5% among 340,000;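 active means melting temperature shift of at least 10% of the positive control shift, at one fixed dose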
# APJ antagonist: antagonists of human apelin receptor APJ, primary screen, CHO-K1 cells, beta-arrestin complementation, luminescence | hit rate 0.32% among 330,000 | AID 2521, 2010 | P35414 | inhibition, % at 20 µM;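 active means inhibition above about 40% at 20 µM, limit read from the data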;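 further: cells challenged with 10 nM apelin-13 agonist together with compound; plate controls were apelin-13 plus DMSO wells for no effect and DMSO wells lacking apelin-13 for full effect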
# Target sequence (P35414 whole entry, looked up): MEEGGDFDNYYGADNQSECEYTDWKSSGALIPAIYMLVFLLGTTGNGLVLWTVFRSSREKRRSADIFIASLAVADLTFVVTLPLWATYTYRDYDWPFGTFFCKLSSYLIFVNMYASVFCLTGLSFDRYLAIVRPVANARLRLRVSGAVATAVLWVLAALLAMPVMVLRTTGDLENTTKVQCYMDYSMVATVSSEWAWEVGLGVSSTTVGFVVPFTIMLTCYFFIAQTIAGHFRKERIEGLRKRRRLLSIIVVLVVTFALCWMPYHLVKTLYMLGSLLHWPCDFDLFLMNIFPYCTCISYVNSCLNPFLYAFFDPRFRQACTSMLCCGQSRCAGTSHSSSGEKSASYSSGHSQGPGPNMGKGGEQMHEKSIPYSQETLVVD
# beta cell repl: inducers of MIN6 beta-cell proliferation, primary screen, ATP luminescence, uHTS | MIN6 cells proliferation, ATPlite luminescence, 48 h; cells starved in 0.2% serum; 100% = growth in 10% serum | hit rate 0.29% among 330,000 | AID 2380, 2010 | proliferation, % at 10 µM;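 active means compounds whose signal lies at least 3.5 SD above the mean of all wells on their plate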;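 further: 0% = DMSO-treated cells in low-serum medium and 100% = 10% serum control; some compounds called inactive have numbers as strong as hits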
# tim23-1 inh: growth inhibitors of tim23-1 mutant yeast, primary screen, luminescence, uHTS | AID 463212, 2010 | inhibition, % at 20 µM | hit rate 1.3% among 330,000 | S. cerevisiae tim23-1 growth, BacTiter-Glo luminescence, 24 h;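 active means growth inhibition of the mutant yeast at or above 50%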;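 further: temperature-sensitive mutant grown at 25 °C; plate controls were DMSO-treated mutant yeast for no effect and medium wells lacking yeast for full effect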
# APJ ag: agonists of human apelin receptor APJ, primary screen, CHO-K1 cells, PathHunter beta-arrestin, luminescence | P35414 | 0% DMSO wells, 100% apelin | activation, % at 20 µM | hit rate 0.11% among 330,000 | AID 2520, 2010;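 active means activation more than six SD over the plate average, tested at 20 µM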;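 further: 0% = DMSO alone and 100% = apelin-13 at 10 nM; some results filed as inactive read as strong as hits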
#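 Test system: CHO-K1 APJ beta-arrestin complementation cell line. Amount: cell density 1000 per well. Controls: DMSO negative, 10 nM Apelin-13 positive. Signal: luminescent beta-gal fragment complementation, chemiluminescent substrate. Read-out basis: agonist-driven arrestin binding to APJ. Timing: compound stimulation 90 min at 25 °C, detection 60 min.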
# NALP3 yeast inh: NALP3 inflammasome inhibitors in reconstituted yeast, primary screen, luminescence, uHTS; AID 2825, 2010; Yeast reconstituted NLRP3/ASC/caspase-1, beta-gal luminescence, 24 h; inhibition, % at 10 µM; hit rate 0.39% among 330,000;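 active means inhibition of 50% or more; inactive means inhibition below 50%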;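 further: plate controls were induced DMSO wells for no effect and uninduced yeast grown without galactose for full effect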
# tim10-1 inh: growth inhibitors of tim10-1 mutant yeast, primary screen, luminescence, uHTS | S. cerevisiae tim10-1 ts strain growth, BacTiter-Glo, 24 h | inhibition, % at 20 µM | AID 463190, 2010 | hit rate 2.2% among 330,000;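 active means inhibition of at least 40%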;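 further: mutant grown at 25 °C; 0% = DMSO wells with yeast and 100% = wells holding no yeast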
# Numbers without * were called inactive.
1) CC1CCN(C(=O)Cn2c3ccccc3c3nc4n(c(=O)c32)CCS4)CC1
2) Cc1ccc(NC(=O)Cn2nnc(-c3ccccc3-n3cnnn3)n2)c(C)c1
3) O=C(CSc1nc2ncc(Cl)cc2[nH]1)N1CCC(Cc2ccccc2)CC1
4) COC(=O)C1CSC2c3ccccc3C(=O)N12 (centres undefined)
5) O=C(CC1CCCCC1)NCc1ccco1
6) NS(=O)(=O)c1ccc(NC(NC(=O)c2cccnc2)C(Cl)(Cl)Cl)cc1 (centres undefined)
7) Cc1ccc(NC(=O)CN(C)C(=O)Cn2ccsc2=N)cc1
8) O=C(O)Cc1ccc(Oc2ncc(C(F)(F)F)cc2Cl)cc1
9) COc1ccc(-n2cc(CNC(C)c3ccncn3)c(-c3cccc(F)c3)n2)cc1 (centres undefined)
10) COC(=O)C1=C(C)NC(=O)NC1c1ccc2c(c1)OCO2 (centres undefined)
Compound,1,2,3,4,5,6,7,8,9,10
MPTP inh,-0.8,-0.3,1.9,-0.4,-0.1,0.4,-0.6,0.3,-2.5,1.1
TIM10 inh,11,5,7,-14,-9,-8,-2,3,20,5
NR3A LBD binder,-2,-5,0,0,-1,-1,-1,2,-2,0
APJ antagonist,-6,4,-8,21,-3,13,9,0,-28,-10
beta cell repl,-3,0,-1,2,-4,-1,2,-3,-5,-1
tim23-1 inh,16,-1,9,14,-12,3,14,0,14,-2
APJ ag,-2,-3,-2,-3,-1,-1,2,-3,0,-4
NALP3 yeast inh,6,6,12,22,6,20,-2,23,18,17
tim10-1 inh,16,3,7,13,22,1,2,6,31,6

11) CC(c1n[nH]c(=S)n1-c1ccc(F)cc1)N1CCCCC1 (centres undefined)
12) CCCN1C(=O)SC(CC(=O)Nc2ccccc2C)C1=O (centres undefined)
13) O=C(CSCc1ccccc1Cl)N/N=C/c1ccco1
14) CCOC(=O)c1c(NC(=O)CSC2=NN3CCCC(=O)N=C3S2)sc2c1CCCCC2
15) O=C(CN1C(=O)c2cccc([N+](=O)[O-])c2C1=O)NCc1ccccc1
16) Cc1cc(C(=O)CN2C(=O)c3ccccc3S2(=O)=O)c(C)n1CC1CCCO1 (centres undefined)
17) COc1cc2c(cc1OC)CN(C(=O)c1sc(-c3cnccn3)nc1C)CC2
18) CC(=O)Nc1ccc(S(=O)(=O)/N=C2\C(=O)c3ccccc3C([O-])=C2n2cc[n+](-c3ccccn3)c2)cc1
19) CC1=C(C(=O)OCc2ccccc2)C(c2ccccc2Cl)NC(=O)N1C (centres undefined)
20) CCN(CC)c1ccc(C=NCCc2ccc(S(N)(=O)=O)cc2)cc1
Compound,11,12,13,14,15,16,17,18,19,20
MPTP inh,-3.1,0.1,0.4,2.4,0.1,0.5,0.1,1.6,0.9,-0.8
TIM10 inh,2,6,21,24,0,1,-6,-2,16,5
NR3A LBD binder,1,-2,0,-2,1,0,-1,-1,-2,-1
APJ antagonist,-15,7,-5,16,8,-1,-2,-68,-6,15
beta cell repl,-1,4,4,-3,-3,-5,1,-5,-5,-1
tim23-1 inh,10,-2,27,33,4,24,17,22,24,-6
APJ ag,1,-2,0,1,0,-4,7,7,1,-2
NALP3 yeast inh,13,35,-6,-1,7,-1,23,13,21,7
tim10-1 inh,11,-4,27,16,0,22,-6,11,8,0

21) CCCCNC(=O)CNC(=O)c1nn(-c2ccc(OC)cc2)c(=O)c2ccccc12
22) CN(Cc1cccc2cnccc12)C(=O)c1cc(COc2ccc(F)cc2Cl)on1
23) CCOC(=O)C1=CC[C@@H](c2cc(OC)c(OC)c(OC)c2)N(S(=O)(=O)c2ccc(C)cc2)[C@H]1C(=O)OCC
24) CC(C)(C)c1nc2c(C#N)c(-c3ccc(Cl)cc3)ccn2n1
25) CCCC(=O)Nc1cccc(NC(=O)c2ccc3c(c2)OCCO3)c1
26) COc1cc(/C=C2/C(=N)N3N=C(C)SC3=NC2=O)ccc1OS(=O)(=O)c1ccc(C)cc1
27) CCC(=O)Nc1cccc(NC(=S)NC(=O)c2cccs2)c1
28) CCOC(=O)c1sc2ccccc2c1OC(=O)c1ccccc1
29) CCC(C)[C@H](NC(=O)NCCCN1CCOCC1)C(=O)OC (some centres undefined)
30) CCOC(=O)N1CCN(c2cc(N)c([N+](=O)[O-])cc2F)CC1
Compound,21,22,23,24,25,26,27,28,29,30
MPTP inh,0.3,0.8,-1.2,-1.7,-0.4,2.3,1.1,-5.5,-0.5,3.7
TIM10 inh,13,1,3,-9,-3,12,7,-11,-4,17
NR3A LBD binder,0,-5,-1,-7,-47,-15,-35,14*,1,2
APJ antagonist,13,22,6,-8,-12,-12,20,-11,26,31
beta cell repl,-2,-1,5,-3,-1,0,0,-3,0,-2
tim23-1 inh,21,37,21,39,-18,6,11,30,21,32
APJ ag,-5,3,-2,9,3,1,0,0,4,-6
NALP3 yeast inh,11,3,11,18,9,8,0,14,5,1
tim10-1 inh,7,28,15,37,-6,5,24,24,-4,30

# Reprinted from the listing for reference:
21) CCCCNC(=O)CNC(=O)c1nn(-c2ccc(OC)cc2)c(=O)c2ccccc12
22) CN(Cc1cccc2cnccc12)C(=O)c1cc(COc2ccc(F)cc2Cl)on1
23) CCOC(=O)C1=CC[C@@H](c2cc(OC)c(OC)c(OC)c2)N(S(=O)(=O)c2ccc(C)cc2)[C@H]1C(=O)OCC
24) CC(C)(C)c1nc2c(C#N)c(-c3ccc(Cl)cc3)ccn2n1
Compound,21,22,23,24
MPTP inh,0.3,0.8,-1.2,-1.7
TIM10 inh,13,1,3,-9
NR3A LBD binder,0,-5,-1,-7
APJ antagonist,13,22,6,-8
beta cell repl,-2,-1,5,-3
tim23-1 inh,21,37,21,39
APJ ag,-5,3,-2,9
NALP3 yeast inh,11,3,11,18
tim10-1 inh,7,28,15,37

# Next records.
31) O=C1Cc2ccccc2C(=O)N1OCc1ccc(Cl)cc1Cl
32) O=C(CSc1nc(-c2ccco2)cc(C(F)(F)F)n1)NCc1cccs1
33) O=C(NCc1cccnc1)c1ccc(COc2ccc(Cl)cc2Cl)o1
34) COc1ccc(Nc2c3c(nc4c(-c5ccccc5)c(C)nn24)CCC3)cc1
35) CCC(C)(C)n1nnnc1CN1CCN(c2nc3cc(OC)ccc3cc2C#N)CC1
36) COC(=O)C1C(c2ccc(OC)cc2)C(C(=O)OC)S(=O)(=O)C(CCN2CCCCC2)S1(=O)=O (centres undefined)
37) Cc1ccccc1NC(=O)c1ccc(S(=O)(=O)C(F)F)cc1
38) CC1CCCCN1C(=O)NC12CC3CC(CC(C3)C1)C2 (centres undefined)
39) COc1ccccc1C1=CC(=O)C[C@H](c2ccc3c(c2)OCO3)C1
40) OCCC1CN(Cc2cc3c(cc2Cl)OCO3)CCN1C1CCCC1 (centres undefined)
Compound,31,32,33,34,35,36,37,38,39,40
MPTP inh,-2.1,0.8,-0.4,1.2,5.0,-1.3,0.7,2.8,-0.5,3.4
TIM10 inh,4,-24,-5,18,30,-6,-17,13,-3,-17
NR3A LBD binder,1,-1,-3,-1,1,0,0,0,1,-2
APJ antagonist,27,2,2,19,-10,8,4,-12,4,19
beta cell repl,-4,1,-4,0,-3,-2,-3,2,-4,0
tim23-1 inh,40,-7,21,15,15,10,7,27,38,2
APJ ag,-4,-2,-2,1,3,-3,-3,-6,-4,-3
NALP3 yeast inh,-6,11,15,-13,12,1,11,-23,26,-17
tim10-1 inh,34,-4,7,23,33,2,0,26,11,-14

41) CC(C)c1ccccc1NC(=S)N1CCN(Cc2ccc3c(c2)OCO3)CC1
42) CN1/C(=C\C=C(/C#N)C(=O)Nc2ccccc2F)C(C)(C)c2ccccc21
43) O=C(Nc1ccc(OCC(=O)N2CCOCC2)cc1)c1cc(F)c(F)cc1Cl
44) COCCN(C(=O)CCC(=O)Nc1ccccn1)C(C(=O)NCCC(C)C)c1ccc(OC)cc1 (centres undefined)
45) O=C(c1ccc(N2C(=O)C3C4CC(C(Br)C4Br)C3C2=O)cc1)N1CCCCC1 (centres undefined)
46) Cc1nn(CCOc2ccc(Br)cc2)c(C)c1[N+](=O)[O-]
47) COC(=O)c1ccc(NC(=O)c2c(Br)cnn2C)cc1
48) Cc1nn(C2CCS(=O)(=O)C2)c(C)c1C=O (centres undefined)
49) CCNS(=O)(=O)c1ccc(CCC(=O)N2CCN(c3cc(Cl)ccc3C)CC2)cc1
50) Cc1nc(C)n(CCNS(=O)(=O)c2ccc(C)c(C)c2)n1
Compound,41,42,43,44,45,46,47,48,49,50
MPTP inh,0.3,7.9,1.1,1.0,0.4,-0.9,-0.7,0.1,-0.3,-0.2
TIM10 inh,-3,6,16,0,7,-19,-2,-6,4,5
NR3A LBD binder,1,3,-1,-4,2,0,0,1,1,1
APJ antagonist,-8,3,3,14,-21,1,16,-20,-6,6
beta cell repl,-1,-3,-3,1,-2,-2,0,0,-2,-3
tim23-1 inh,-34,-9,4,3,9,-5,10,-5,-3,-1
APJ ag,-1,-1,-2,6,-1,-3,0,-1,6,-4
NALP3 yeast inh,18,-3,-3,15,10,22,26,-10,13,-2
tim10-1 inh,-29,4,-7,-9,6,11,30,16,-2,7

51) Cc1cc(C)c2cc(CN(CCO)Cc3nnnn3Cc3ccccc3)c(=O)[nH]c2c1
52) COCCCNC(=O)CCCn1c(=O)c2ccccc2n(Cc2cccc([N+](=O)[O-])c2)c1=O
53) Cc1cc(C)c(Nc2ncnc(N)n2)c(C)c1
54) O=C(Cc1ncc(C(F)(F)F)cc1Cl)NNc1cccc(F)n1
55) COc1ccc(-c2ccnc(-c3ccc(O)cc3)n2)cc1
56) O=C(N/N=C/c1cccc([N+](=O)[O-])c1)c1cccc(Br)c1
57) O=C(c1ccccc1-c1nc(-c2ccc(F)cc2)no1)N1CCCC1
58) O=C(CCc1nnc(C2CCCCC2)o1)NCCCOc1cccnc1
59) CCc1cc(/C(Cc2ccccn2)=N\Nc2ccccc2)c(O)cc1O
60) COCCN(C(=O)c1ccccc1F)c1nnc(-c2ccc(OC)cc2)s1
Compound,51,52,53,54,55,56,57,58,59,60
MPTP inh,1.1,2.6,1.1,0.6,0.5,8.1,-0.1,0.7,-6.2,1.2
TIM10 inh,6,1,-11,-2,33,3,10,-17,11,-13
NR3A LBD binder,1,1,1,0,-3,1,-1,-1,-7,2
APJ antagonist,13,-6,1,9,6,9,6,-1,2,-3
beta cell repl,-1,2,0,0,-2,0,-1,-1,-7,0
tim23-1 inh,16,0,-2,-3,16,-3,24,12,22,39
APJ ag,1,-4,0,-1,-3,1,0,-3,0,2
NALP3 yeast inh,15,0,2,13,15,-11,7,6,4,18
tim10-1 inh,23,14,-4,-10,20,1,12,4,37,2

# Screens: PubChem, Sanford-Burnham Center for Chemical Genomics

# Not a hit list; 7.2% or so of the library scored in one or more.
